Source: PubChem (National Center for Advancing Translational Sciences (NCATS))
Nrf2 inh – Nrf2 qHTS screen for inhibitors; A549 ARE-Fluc reporter, luciferase luminescence, 18-24 h; AID 504444, 2011; Potency, µM (doses to about 46 µM), for inactives: top-dose activity change, negative = inhibition, usual class: inhibitors; 2.1% of 360,000 active; also: potency is read from the fitted curve at half-maximal effect; % is scaled to controls: 0 for no effect and ±100 for the full control effect; nearly all actives have a fitted effect of over 60% in size
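Cells were seeded and rested 2 h, then exposed to compounds for 18-24 h. CellTiter-Fluor was read first as a viability measure. BugLite was added 15 min before the final luminescent read of ARE-luciferase activity in A549 cells.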
pAkt inh – HTS Assay for Inhibitors of Akt Phophorylation: Primary Screen; Neuro2A IGF-stimulated pAkt S473 HTRF, 20 min; hits give low values; activity change, % for hits at 50 µM; 0.32% of 360,000 active; AID 651550, 2012; in the data active = activity change below about -80%; inconclusive = mostly about -51% to -80%; also: % is scaled to controls: 0 for no effect and ±100 for the full control effect
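Single-point screen (50 µM final compound) in Neuro2A cells stimulated 20 min with 6 nM IGF at 37 deg C. After lysis, Ser473-phosphorylated Akt read by HTRF (ex 330 nm, em 615/665 nm) as the 665/615 ratio.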
Nrf2 ARE act – qHTS of Nrf2 Activators | AREc32 ARE-luciferase reporter (MCF7-derived line), luminescence, 24 h | Potency, µM (doses to about 46.1 µM), without a hit: at the top dose activation, actives largely listed as activators | 0.31% of 410,000 active | AID 624171, 2012; also: potency is read from the fitted curve at half-maximal effect; % of control where 0% means no effect; nearly all actives have a fitted effect of over 65% in size
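Luciferase luminescence (Steady-Glo, 30 min at room temperature) served as the read-out of ARE activation in AREc32 cells treated with compounds for 24 hr at 37 deg C.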
HepG2 tox – qHTS for Inhibitors of TGF-b: Cytotox Counterscreen | HepG2 CAGA-GFP viability, ATP luminescence, 18 h | Potency, µM (doses to about 46.1 µM), for the others: at the top dose activity change, negative = cytotoxicity, hits mostly cytotoxic | 0.76% of 410,000 active | AID 588856, 2011; also: potency is read from the fitted curve at half-maximal effect; some results filed as inactive show a strong effect at the top dose
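HepG2 CAGA-GFP cells (1000/well, DMEM with 1% FBS) received compound, then TGF-beta at 500 pg/mL final, and were incubated 18 hours at 37 degrees C. Viability was read by CellTiter-Glo luminescence. Media-only wells were set as complete cell-killing and DMSO as no toxicity.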
TGFb inhibitor – qHTS for Inhibitors of TGF-b | HepG2 CAGA-GFP TGF-b/SMAD3 reporter, GFP fluorescence, 18 h; TGF-beta stimulated, 500 pg/mL final | Potency, µM (highest dose often 46.1 µM), inactives show top-dose activity, negative = inhibition, most hits filed as inhibitors | 1.2% of 410,000 active; also: potency is read from the fitted curve at half-maximal effect; % is scaled to controls: 0 for no effect and ±100 for the full control effect; nearly all actives have a fitted effect of over 65% in size
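HEPG2 CAGA-GFP, 1000 cells/well; 2 h settle, 37 C; cpd via pin tool; TGF-b 500 pg/mL final; 18 h, 37 C; GFP imaging ex488/em500-530; %Activity normalised to -TGF-b and +DMSO controls; CRC fit, curve class.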
S2 tox – Viability Counterscreen for Primary qHTS for Inhibitors of ATXN expression | 0.49% of 400,000 active | Potency, µM (titrated, usually from 56.7 µM), actives largely listed as cytotoxic | AID 651635, 2014 | S2 cells (HEK-293 line with an ATXN2-luciferase reporter) viability, CellTiter-Fluor protease fluorescence, 24 h; also: potency is read from the fitted curve at half-maximal effect; nearly all actives have a fitted effect of over 40% in size
CCT chaperon mod – High-Throughput Screening for Modulators of Cytosolic Chaperonin Activity; activity change, % (test concentration not listed), hits read low; purified chaperonin ATPase assay, HTRF ADP detection, 30 min; 0.3% of 360,000 active; AID 651819, 2012; in the data active = activity change below about -30%; also: % is scaled to controls: 0 for no effect and ±100 for the full control effect
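First, chaperonin was dispensed at 40 nM or 20 nM final depending on batch activity. Next, compounds were pinned at 76 uM and ATP added at 10 uM. After 30 min at 37 °C, ADP detection reagents ran 30 min at ambient temperature.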
MmCpn inh – Inhibitors of TCP-1 ring complex (TRiC) of Methanococcus maripaludis (MmCpn): qHTS; Potency, µM (doses to about 76.9 µM), for inactives: at the highest dose activity, negative = inhibition, most hits filed as inhibitors; Chaperonin Mm-Cpn (Methanococcus maripaludis); 0.031% of 330,000 active; purified Mm-Cpn ATPase, ADP Transcreener TR-FRET; also: potency is read from the fitted curve at half-maximal effect; % is scaled to controls: 0 for no effect and ±100 for the full control effect; nearly all actives have a fitted effect of over 80% in size
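25 nM Mm-CPN + cpd, 10 min 37°C; + 10 uM ATP, 30 min 37°C; buffer 30 mM Tris pH 7.4, 100 mM KCl, 5 mM MgCl2, 1 mM DTT; Transcreener ADP HTRF detection 30 min RT.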
A549 tox – Nrf2 qHTS screen for inhibitors: counterscreen for cytotoxicity; A549 ARE-Fluc cells, CellTiter-Fluor viability, 18-24 h; Potency, µM (top dose mostly 46 µM), without a hit: at the highest dose activity change, negative = cytotoxicity, usual class: inhibitors; 0.16% of 390,000 active; AID 504648, 2011; also: potency is read from the fitted curve at half-maximal effect; % is scaled to controls: 0 for no effect and ±100 for the full control effect
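Cytotoxicity counterscreen: CellTiter-Fluor fluorescence was measured in A549 ARE_Fluc cells after 18-24 h of compound exposure in a concentration series. The subsequent BugLite luminescent read reports ARE-luciferase activity.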
* marks the source's active call; other numbers are inactive results; i = inactive; ? = inconclusive; . = not tested or not shown; [ ] = remark or other dose. Unless noted, calls follow the shape of the dose curve; as a rule, active = well fitted curve in the direction sought with a large enough effect; inconclusive = small, poorly fitted or top-dose-only effect, or another doubt; inactive = no such curve, though single readings can be large; an effect the other way counts as inactive or inconclusive.

Results follow in this order: Nrf2 inh | pAkt inh | Nrf2 ARE act | HepG2 tox | TGFb inhibitor | S2 tox | CCT chaperon mod | MmCpn inh | A549 tox
1. CN(C)C(=O)c1cc(C(=O)c2ccc(F)cc2Cl)c[nH]1
  ? | i | 2.2% | 0% | -3% | i | -1.0 | 2% | 2%
2. COc1cc(OC)c(C=CC(=O)c2ccccc2O)c(OC)c1
  3% | i | 21% | -12% | -1% | ? | 3.2 | . | ?
3. O=C(Nc1cc(C(F)(F)F)ccc1F)C1Cc2c(-c3ccccc3Oc3ccccc3)ccnc2O1 (stereo unspecified)
  . | . | 0.0% | -18% | ? | ? | 0.0 | . | .
4. CN1CCN(C2CN(Cc3cn(Cc4ccc(C(F)(F)F)cc4)nn3)S(=O)(=O)C2)CC1 (stereo unspecified)
  . | i | 0.2% | . | . | i | 0.8 | . | .
5. O=C(NCc1cccnc1)C1CCN(S(=O)(=O)c2cccc(C(F)(F)F)c2)CC1
  -4% | i | -0.7% | 0% | -4% | i | 0.6 | 0% | 6%
6. Cc1ccc([N+](=O)[O-])cc1NCC(=O)NN
  -2% | i | 2.6% | -5% | 2% | i | -2.9 | -3% | -1%
7. O=C(COC(=O)c1cc(Cl)nc(Cl)c1)NCc1ccc2c(c1)OCO2
  0% | i | -0.5% | 0% | -3% | i | 0.4 | -17% | 2%
8. CC(=O)NC(CCS(C)(=O)=O)C(=O)Nc1ccc(C)c(F)c1 (stereo unspecified)
  . | i | -0.2% | -4% | 17% | i | 1.7 | -2% | -2%
9. Cc1ccc(C)c(N2CCN(C(=O)C3CCN(S(=O)(=O)c4cn(C)cn4)CC3)CC2)c1
  . | . | -0.8% | -14% | -1% | . | . | . | -10%
10. N/N=C/C(=N\Nc1ccc(Cl)cc1)C(=O)c1ccncc1
  -15% | i | 6.8% | -8% | 6% | i | 1.7 | 2% | ?
11. COc1ccc(CCNC(=O)c2ccc3c(c2)NC(=O)C(C(C)C)N3)cc1OC (stereo unspecified)
  ? | i | 0.3% | -12% | 6% | i | -6.1 | -1% | ?
12. O=C(COc1ccc(Cl)cc1)NN=C1CCCCCCC1
  0% | i | 0.5% | -7% | 11% | i | 0.2 | 1% | -2%
13. COc1ccc(NC(=O)Nc2cn(CC(C)C)c(=O)c3ccccc23)c(OC)c1
  -1% | . | 0.3% | -32% | 0% | i | . | . | -1%
14. CCCN(CC(=O)Nc1ccccc1OC)C(=O)CSc1ccc(Br)cc1C
  ? | i | -0.2% | -29% | ? | i | 0.2 | -2% | ?
15. CCc1ccc(N2CSC3=C(C#N)C(c4cccs4)CC(=O)N3C2)cc1 (stereo unspecified)
  22% | i | 4.3% | -25% | 0% | i | 0.5 | -9% | -1%
16. CC(C)NC(=O)CSc1ccccc1C(=O)N1CCN(S(=O)(=O)/C=C/c2ccccc2)CC1
  -9% | i | -0.1% | -1% | -11% | ? | 0.3 | -1% | -4%
17. CCCC(C(=O)NC1CCCC1)N(Cc1ccc(OC)cc1)C(=O)c1snc(C(N)=O)c1N (stereo unspecified)
  -9% | i | -0.7% | -2% | -2% | i | -3.7 | 2% | 1%
18. CCCC[C@@H]1CNC(=O)C(=O)N1CC(C)(C)C
  -8% | i | -0.8% | -30% | ? | i | -0.7 | 0% | -7%
19. CC[C@]12c3[nH]c4cc(CCC(=O)N(C)C)ccc4c3CCN1C(=O)[C@@H](CC(=O)NCCC1=CCCCC1)C[C@@H]2C(=O)N1CCN(C(=O)C2CC2)CC1
  10% | i | 0.3% | -11% | -21% | i | 0.4 | 0% | 2%
20. CCOC(=O)c1cnc(COc2ccccc2Cl)[nH]c1=O
  -3% | i | -0.2% | 14% | 17% | i | 0.8 | 1% | 5%
21. Cc1ccccc1-c1nnn(CC(=O)N2CCN(C(=O)c3ccco3)CC2)n1
  -14% | i | -0.8% | -71% | -9% | i | -6.0 | 1% | -8%
22. CN1OCC(S(=O)(=O)c2ccccc2)C1c1ccccc1 (stereo unspecified)
  -2% | i | 0.2% | -23% | -13% | i | -6.5 | -4% | 2%
23. COc1cc(-c2cc(C(=O)Nc3nc4ccccc4s3)c3ccccc3n2)cc(OC)c1OC
  4% | i | 8.3% | -13% | 0% | i | -3.4 | -1% | -6%
24. COc1ccc(NC(=O)CCNS(=O)(=O)c2ccc3[nH]c(=O)oc3c2)cc1Cl
  7% | i | -0.2% | 1% | 4% | i | -0.8 | -3% | 0%
25. Cc1c(C(=O)NCc2ccccc2F)oc2ccccc12
  ? | i | -0.3% | 0% | -4% | i | 0.2 | -7% | 11%
26. C(=Nc1ccccc1)c1ccc[nH]1
  28% | i | 0.0% | 4% | 30% | ? | -1.6 | . | 0%
27. Cc1cccn2c(=O)c(/C=C(\C#N)C(=O)NCc3ccco3)c(N3CCCC(C)C3)nc12 (stereo unspecified)
  -24% | i | 2.6% | -24% | ? | i | 0.7 | 1% | ?
28. O=C1CN(C(=O)Cc2ccccc2)C(c2ccc(F)cc2)c2cc(Br)ccc2N1 (stereo unspecified)
  -12%[9.27 µM] | . | 6.1% | -13% | ? | ? | . | . | 16%
29. CCCCn1c(N)c(N(CC(C)C)C(=O)C2CC(=O)N(Cc3ccco3)C2)c(=O)[nH]c1=O (stereo unspecified)
  -4% | i | -1.4% | -3% | -6% | i | -1.5 | 1% | 0%
30. Cc1cc(C)c(C)c(S(=O)(=O)NCC(=O)N2CCCC2)c1C
  1% | i | 0.2% | -19% | 7% | i | -2.9 | 2% | -3%
31. CCN(CC)S(=O)(=O)c1cc(NC(=O)CN2C(=O)NC3(CCCc4ccccc43)C2=O)ccc1C (stereo unspecified)
  2% | i | 1.5% | 6% | -5% | i | 0.5 | 3% | 1%
32. Cc1sc(NC(=O)c2ccccc2)c(C(=O)c2ccccc2)c1C
  -24% | i | 0.3% | -1% | -22% | i | -0.9 | 1% | 8%
33. CSc1ccccc1C(=O)NCCS(=O)(=O)N1CCN(c2ccc(F)cc2)CC1
  -14% | i | -0.7% | -6% | 0% | i | 0.9 | 0% | -5%
34. O=C(CN1C(=O)S/C(=C\c2ccccc2F)C1=O)NC1CCS(=O)(=O)C1 (stereo unspecified)
  5% | i | 1.9% | -9% | -22% | i | 0.2 | -2% | 1%
35. CC12CCC(=O)N1C(C(=O)OCc1c(Cl)cccc1Cl)CS2 (stereo unspecified)
  -6% | i | -0.4% | -8% | -7% | i | -1.0 | 3% | -3%
36. CCc1noc(C)c1C(=O)Nc1ccc(S(=O)(=O)N2CCCC(C)C2)cc1 (stereo unspecified)
  ? | i | -0.1% | -22% | ? | i | 2.8 | -20% | -7%
37. CC(=O)c1ccc2c(c1)C1C=CCC1C(c1ccncc1)N2 (stereo unspecified)
  4% | i | 2.7% | -10% | -1% | i | -2.0 | 0% | -4%
38. CN(Cc1ccccc1)C(=O)c1nc2ccccn2c1CNCCn1cccn1
  -2% | i | 1.9% | 0% | -11% | i | -1.6 | 4% | -1%
39. Cc1ccc(C(=O)Nc2ccc(C(=O)/C=C/c3cccs3)cc2)cc1
  -19% | i | 4.7% | -30% | -18% | i | -0.7 | 0% | ?
40. Cc1cc(C=O)c(O)cc1O
  3% | i | 2.2% | 15% | 17% | i | 2.3 | -1% | -1%

Laid out differently: 3 of the compounds above
#	SMILES	Nrf2 inh	pAkt inh	Nrf2 ARE act	HepG2 tox	TGFb inhibitor	S2 tox	CCT chaperon mod	MmCpn inh	A549 tox
28	O=C1CN(C(=O)Cc2ccccc2)C(c2ccc(F)cc2)c2cc(Br)ccc2N1 (stereo unspecified)	-12%[9.27 µM]	.	6.1%	-13%	?	?	.	.	16%
9	Cc1ccc(C)c(N2CCN(C(=O)C3CCN(S(=O)(=O)c4cn(C)cn4)CC3)CC2)c1	.	.	-0.8%	-14%	-1%	.	.	.	-10%
40	Cc1cc(C=O)c(O)cc1O	3%	i	2.2%	15%	17%	i	2.3	-1%	-1%

Remaining list, next part.
Results follow in this order: Nrf2 inh | pAkt inh | Nrf2 ARE act | HepG2 tox | TGFb inhibitor | S2 tox | CCT chaperon mod | MmCpn inh | A549 tox
41. CCOC(=O)Cn1cc(/C=N/N2C(=O)C3C4C=CC(C4)C3C2=O)c2ccccc21 (stereo unspecified)
  -5% | i | 2.3% | -37% | 6.3µM* | i | -1.6 | -2% | 1%
42. CCOC(=O)N1CCC(NC(=O)CC2C(=O)NCCN2Cc2ccccc2)CC1 (stereo unspecified)
  -4% | i | -1.1% | -20% | ? | i | -3.0 | -2% | 1%
43. COc1ccc(NC(=S)NNC(=O)c2nnn(-c3ccccc3)c2C)cc1
  -13% | i | 1.8% | -31% | -34% | i | -2.2 | 1% | -4%
44. CN(C)CCNC(=O)c1ccc2c(c1)N(Cc1ccc(F)cc1)CCS2
  10% | i | 0.2% | -33% | -13% | i | -0.2 | -10% | -5%
45. Cc1c(C(=O)NC(C)C)c(-c2ccccc2)nn1-c1ccccc1
  -8% | i | -0.2% | -2% | -1% | i | -2.4 | -1% | -2%
46. O=C(NCc1ccccc1)C(c1ccc(F)cc1)N(C(=O)c1csnn1)c1ccccc1 (stereo unspecified)
  4% | i | 0.1% | 2% | 7% | i | -2.1 | -1% | -7%
47. CCOc1cc(C)c(C(C)C)cc1S(=O)(=O)N1CCOCC1
  . | i | 0.1% | 0% | 0% | i | 0.2 | 1% | 1%
